G9a inh = blocks human histone lysine methyltransferase G9a; 350,000 tested, 8.8% active; Q96KQ7; AID 504332; Potency, µM (titrated, usually from 102 µM), without a hit: top-dose activity, negative = inhibition, usual class: inhibitors; G9a H3K9 monomethylation, AlphaScreen, 2 h; note: % is set by controls: 0 for no effect and ±100 for the full control effect; nearly all actives have a fitted effect of over 75% in size
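Chemiluminescent proximity detection of H3K9 monomethylation, read after 10 min bead incubation in the dark. Reaction: 20 nM G9a, 500 nM biotin-H3K9 peptide, 20 uM SAM cofactor, 2 h, room temperature, following 15 min enzyme-compound preincubation.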
BLM helicase inh = inhibitors of human Bloom syndrome helicase BLM; P54132; 350,000 tested, 0.2% active; Potency, µM (highest dose often 56.1 µM), inactives show at the highest dose activity change, negative = inhibition, most hits filed as inhibitors; AID 2528; recombinant BLM DNA unwinding, fluorescence dequenching;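 note: plate controls were vehicle for no effect and no enzyme for full effect; nearly all actives have a fitted effect of over 35% in size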
BAZ2B inh = BAZ2B (human) inhibition. 360,000 tested, 4.4% active. AlphaScreen BAZ2B-H3K14Ac peptide displacement. AID 504333. Potency, µM (doses to about 114 µM), for the others: top-dose activity change, negative = inhibition, most hits filed as inhibitors. Q9UIF8; note: % is set by controls: 0 for no effect and ±100 for the full control effect; nearly all actives have a fitted effect of over 60% in size
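Compounds, titrated to a top concentration of 110 uM, were incubated 30 min at room temperature with preformed BAZ2B/acetyl-K14 H3 peptide complex (50 nM each). Proximity signal was measured by AlphaScreen after 20 min with beads.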
POLH inh = DNA polymerase eta (human) inhibition; recombinant Pol eta, fluorescent DNA replication assay; Potency, µM (titrated, usually from 114 µM), for the others: at the top dose activity change, negative = inhibition, most hits filed as inhibitors; 390,000 tested, 1.2% active; note: % is set by controls: 0 for no effect and ±100 for the full control effect
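Pol eta (10 nM) was preincubated with compounds for 15 min at room temperature, after which fluorescent replication substrate (50 nM final) was added to start the reaction. Fluorescence was read kinetically at 0 and 10 min.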
APEX1 inh = blocks human APE1 abasic DNA cleavage; AID 2517; 350,000 tested, 0.35% active; recombinant APE1, TAMRA/BHQ-2 abasic DNA cleavage fluorescence; Potency, µM (titrated, usually from 65.8 µM), for inactives: top-dose activity change, negative = inhibition, actives largely listed as inhibitors; P27695;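 note: plate controls were vehicle for no effect and reference inhibitor for full effect; nearly all actives have a fitted effect of over 55% in size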
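Kinetic fluorescence read (525 ex/598 em nm, three reads 60 s apart) of AP-site incision; signal = third minus first read. Enzyme 0.75 nM, dual-labelled THF duplex 50 nM, compound preincubation 15 min RT.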
POLK inh = inhibitors of human DNA polymerase kappa; Q9UBT6; purified Pol kappa, fluorescent DNA synthesis assay, 10 min; Potency, µM (top dose mostly 107 µM), without a hit: top-dose activity, negative = inhibition, hits mostly inhibitors; 400,000 tested, 0.53% active; AID 588579; note: % is set by controls: 0 for no effect and ±100 for the full control effect
Target sequence (Q9UBT6 whole entry, looked up): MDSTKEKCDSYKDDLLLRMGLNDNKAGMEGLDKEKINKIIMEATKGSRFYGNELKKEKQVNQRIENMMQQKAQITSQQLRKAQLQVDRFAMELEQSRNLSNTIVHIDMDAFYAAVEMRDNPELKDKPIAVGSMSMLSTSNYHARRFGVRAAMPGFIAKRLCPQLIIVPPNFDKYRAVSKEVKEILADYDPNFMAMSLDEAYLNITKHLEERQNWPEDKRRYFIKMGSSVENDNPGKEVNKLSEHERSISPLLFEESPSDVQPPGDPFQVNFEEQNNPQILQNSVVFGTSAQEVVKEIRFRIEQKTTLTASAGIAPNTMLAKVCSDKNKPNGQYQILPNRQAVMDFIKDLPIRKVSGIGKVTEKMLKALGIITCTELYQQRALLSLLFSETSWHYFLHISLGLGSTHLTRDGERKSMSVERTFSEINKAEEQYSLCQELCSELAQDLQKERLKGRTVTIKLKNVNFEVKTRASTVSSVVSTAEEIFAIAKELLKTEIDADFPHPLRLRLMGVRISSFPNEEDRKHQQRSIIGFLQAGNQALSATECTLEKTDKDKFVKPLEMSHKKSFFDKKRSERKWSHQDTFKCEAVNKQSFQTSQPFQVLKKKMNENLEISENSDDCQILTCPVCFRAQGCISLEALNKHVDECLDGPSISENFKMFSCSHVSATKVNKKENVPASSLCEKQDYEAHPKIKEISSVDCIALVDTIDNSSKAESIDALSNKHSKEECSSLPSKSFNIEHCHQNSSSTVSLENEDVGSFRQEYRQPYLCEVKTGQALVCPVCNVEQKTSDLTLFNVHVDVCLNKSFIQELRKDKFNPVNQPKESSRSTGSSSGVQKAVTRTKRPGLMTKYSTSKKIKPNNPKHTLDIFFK
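First, compounds were pin-transferred onto 10 nM Pol kappa. After 15 min at room temperature, substrate was added to 50 nM final. Fluorescence was then measured kinetically at 0 and 10 min.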
Pol beta inh = inhibitors of human DNA polymerase beta; Pol beta primer extension/strand displacement, fluorescence kinetic; P06746; Potency, µM (doses to about 114 µM), for inactives: at the top dose activity change, negative = inhibition, hits mostly inhibitors; 340,000 tested, 1.3% active; note: % is set by controls: 0 for no effect and ±100 for the full control effect
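Kinetic readout of DNA synthesis with strand displacement by Pol beta. Compound and 10 nM enzyme sit 15 min at room temperature; 50 nM substrate starts the reaction, read immediately and at 10 min.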
JMJD2A Tudor inh = blocks the human JMJD2A Tudor domain; O75164; 390,000 tested, 4.4% active; Potency, µM (titrated, usually from 114 µM), inactives show top-dose activity change, negative = inhibition, hits mostly inhibitors; AID 504339; AlphaScreen JMJD2A-Tudor / H3K4me3 peptide binding; note: % is set by controls: 0 for no effect and ±100 for the full control effect; nearly all actives have a fitted effect of over 50% in size
Pol iota inh = DNA polymerase iota (human) inhibition; Q9UNA4; AID 588590; 390,000 tested, 1% active; Pol iota fluorescent replication assay, 10 min; Potency, µM (titrated, usually from 115 µM), for inactives: at the highest dose activity, negative = inhibition, actives largely listed as inhibitors
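Pol iota at 10 nM preincubated 15 min with compounds at room temperature; reaction started with fluorescent substrate, 50 nM final. Fluorescence read kinetically at 0 and 10 min; buffer-only wells as negative control.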
* hit, by the source's call; ? = inconclusive; . = not tested or not shown; & = joins results of further samples; [ ] = another dose, or the depositor's remark. Calls come from the whole dose curve; as a rule, active = well fitted curve in the direction sought with a large enough effect; inconclusive = small, poorly fitted or top-dose-only effect, or another doubt; inactive = no such curve, though single readings can be large; an effect the other way counts as inactive or inconclusive. Potency is the fitted concentration of half-maximal effect. These rows are one share of the data (hit frequency here may not be typical).

SMILES,BLM helicase inh,POLH inh,APEX1 inh,BAZ2B inh,JMJD2A Tudor inh,Pol beta inh,Pol iota inh,POLK inh,G9a inh
CCOc1cc(/C=N\NC(=O)Cc2ccccc2)ccc1OCC(=O)Nc1ccc(C)c(C)c1,-10%,-12%,17%,9%,1%,22%,25%,2%,-29%[59 µM]
c1ccc2c(Nc3nnc(-c4ccncc4)s3)cccc2c1,-5%,-15%,-1%,-6%,-23%,1%,12%,-10%,?
O=C(c1ccc2c(=O)n(-c3ccccc3)c(=S)[nH]c2c1)N1CCN(c2ccccc2)CC1,.,-14%,25%,0%,-9%,.,12%,1%,-11%[2.33 µM]
Oc1ccc(Br)cc1/C=N/n1cnc2ccccc21,1%,-3%,-2%,-5%,-17%,8%,9%,-3%,-9%[12.7 µM]
CCN(CC)CCN1C(=O)c2ccccc2NC1c1ccc(N(C)C)cc1 (configuration not stated),-12%,-11%,2%,15%,-20%,26%,16%,7%,-47%
Cc1ccc(-c2nc(C#N)c(NCCN3CCCCC3)o2)cc1,17%,-10%,1%,-20%,?,?,-14%,-3%,-21%[12.7 µM]
O=C(Cc1n[nH]c(=O)c2ccccc12)OCc1c(Cl)cccc1Cl,3%,-2%,0%,-1%,-15%,8%,9%,-3%,.
COc1ccc(CNC(=O)CN2CCN(S(=O)(=O)c3c(C)c(C)cc(C)c3C)CC2)cc1OC,.,-20%,-9%,.,-28%,.,11%,-14%,.
CCOC(=O)Cn1c(Br)nc2c1c(=O)[nH]c(=O)n2C,-1%,-17%,-8%,-16%,-10%,12%,10%,-14%,-33%
CCOC(=O)C1CCN(C(=O)Cn2cnc3sc(C)c(S(=O)(=O)N4CCOCC4)c3c2=O)CC1,1%,-12%,79%[activator],-11%,-4%,1%,0%,-2%,15%

Next section, overlapping the part above by 2 compounds.
SMILES,BLM helicase inh,POLH inh,APEX1 inh,BAZ2B inh,JMJD2A Tudor inh,Pol beta inh,Pol iota inh,POLK inh,G9a inh
CCOC(=O)Cn1c(Br)nc2c1c(=O)[nH]c(=O)n2C,-1%,-17%,-8%,-16%,-10%,12%,10%,-14%,-33%
CCOC(=O)C1CCN(C(=O)Cn2cnc3sc(C)c(S(=O)(=O)N4CCOCC4)c3c2=O)CC1,1%,-12%,79%[activator],-11%,-4%,1%,0%,-2%,15%
CC1=CC2=NC(=O)/C(=C\c3cc(C)n(-c4ccccc4)c3C)C(=N)N2O1,1%,-9%,-10%,-4%,-2%,-1%,75%[activator],-5%,-2%[59 µM]
COC(=O)Cn1c(=NC(=O)c2cc(OC)c(OC)c(OC)c2)sc2cc(OC)ccc21,-1%,-8%,-5%,?,-13%,-1%,3%,-14%,-3%[59 µM]
COc1ccc(C(=O)NCc2cccc(Cl)c2)cc1S(=O)(=O)N1CCOCC1,.,-8%,12%,-3%,-7%,.,-2%,-7%,30%[12.7 µM]
O=C(O)Cn1ncc2c1-c1ccoc1CC2,1%,?,-4%,?,56µM*,-24%,27%,-14%,11µM*
CC(=O)N1c2ccccc2N2C(c3c(C)c(C)cc(C)c3C)=NON12,-12%,-16%,2%,-5%,5%,-13%,1%,4%,.
CCOc1ccccc1NC(=O)C1CCCN1S(=O)(=O)c1ccc2nc(-c3ccccc3)[nH]c2c1 (configuration not stated),-15%,-10%,.,?,-36%,?,?,-20%,-12%[59 µM]
COc1ccc2oc(C(=O)OCC(=O)NC(=O)NC(C)C)c(C)c2c1,-3%,-7%,-4%,-2%,0%,-25%,47%[activator],-7%,-1%
CCCCCCCC/C=C\CCCCCCCC(=O)NCCc1ccc(O)c(O)c1,-19%&-6%,?,?,-8%,35µM*,?,?,?,?
COc1ccc(Nc2nc(Nc3ccc(OC)cc3)nc(SC3=NCCS3)n2)cc1,-15%,1%,-4%,?,-18%[11.4 µM],-10%,1%,-12%,16%
O=C1NCCC12C(=O)Nc1ccccc12 (configuration not stated),.,-11%,.,.,-6%,.,15%,-1%,.
CCOC(=O)N1CCC(NC(=O)Cn2ncc3c2-c2cc(C)ccc2OC3)CC1,2%,-13%,-1%,-4%,-17%,20%,40%,-5%,-28%
CN1C(=O)c2ccc(NC(=O)c3c(C(=O)O)cccc3[N+](=O)[O-])cc2C1=O,-3%,-3%,13%,2%,-8%,-12%,-12%,3%,40µM*
O=C(Nc1ccc(Cl)cc1)OCCn1nnnc1C(c1ccccc1)N1CCOCC1 (configuration not stated),-1%,2%,7%,15%,-8%,2%,-5%,-10%,12%[12.7 µM]
COc1ccc(NC(=O)Nc2c(C)n(C)n(-c3ccccc3)c2=O)cc1OC,-3%,-9%,18%,-13%,-8%,14%,32%[activator],0%,3%
COC(=O)C(=C/C=C/c1ccco1)C(=O)OC,4%,12%,-2%,-24%,-9%,8%,0%,-1%,45µM*
COc1ccc(CCNS(=O)(=O)c2ccc(OC)c(OC)c2)cc1OC,-2%,0%,19%,5%,-2%,11%,-15%,-2%,30%
NCCCC[C@H](NC(=O)C1CCNCC1)c1nnc(CN)o1,1%,.,11%,?,.,1%,.,.,-135%[59 µM]
O=C(Cc1ccc(Cl)c(Cl)c1)NC1CCCCCC1,-4%,-14%,4%,-2%,-10%,0%,53%[activator],-14%,20%
CN(Cc1nccn1C)C(=O)CC1C(=O)NCCN1Cc1ccc(F)cc1Cl (configuration not stated),-2%,-13%,32%,-17%,?,4%,24%,-6%,40µM*
COc1ccc(Br)c2c1-c1nc(NC(=O)c3ccc(F)cc3)sc1C2,-6%,.,.,71µM*,-26%,2%,62%[activator],-25%,-22%[59 µM]
Cc1cccc(OCC(=O)N2CCN(C(=O)COc3ccc(Cl)cc3)CC2)c1,-5%,-14%,33%,-3%,-12%,17%,104%[activator],-1%,24%
O=C(NCC1CCCN1S(=O)(=O)c1ccccc1)c1cccc(Cl)c1 (configuration not stated),.,-17%,-10%,-4%,-12%,.,18%,-7%,-10%
[N-]=[N+]=CC(=O)C(Cc1ccccc1)N1C(=O)c2ccccc2C1=O (configuration not stated),-3%,-5%,5%,3%,-13%,7%,3%,-19%,-3%[59 µM]
CCOc1cc(C(=O)Nc2nnc(S(=O)(=O)N3CCOCC3)s2)cc(OCC)c1OCC,1%,-2%,-4%,-16%,-4%,?,6%,-4%,-17%
CCCc1nc2nc(C)c(NS(=O)(=O)c3ccc(CC(C)C)cc3)c(=O)n2[nH]1,4%&-2%,12%&-14%,1%,9%&-2%,-5%&-14%,3%&14%,15%&0%,-21%&-8%,-14%
C/C(=N\OCC(=O)Nc1ccc(OC(F)(F)F)cc1)c1ccc2c(c1)OCCO2,-17%,-16%,4%,5%,4%,-1%,146%[activator],-19%,7%[59 µM]
O=C(/C=C/c1cccs1)N1CCN(c2ccccc2)CC1,2%,-10%,3%,-11%,-11%,22%,163%[activator],-9%,14%
COc1cc(NC(=O)C2CCCN(S(=O)(=O)c3ccc4c(c3)oc(=O)n4C)C2)cc(OC)c1 (configuration not stated),-8%,-11%,-6%,-5%,-8%,27%,-13%,5%,-2%
COc1ccc(CCNC(=O)Oc2ccccc2)cc1OC,-6%,-12%,16%,-13%,-5%,0%,-4%,12%,10%
CCCSCCCNC(=O)C1CCN(c2nc3ccccc3nc2C(F)(F)F)CC1,-1%,-4%,.,-1%,-6%,13%,0%,6%,-15%[59 µM]
CCOc1ccccc1NS(=O)(=O)c1ccc(-n2cccn2)cc1,-1%,-10%,41%,-5%[57.1 µM],-3%,-5%,0%,3%,7%
CC1=C(C(=O)OC(C)C)C(c2ccsc2)NC(=O)N1C (configuration not stated),3%,-22%,0%,4%,1%,4%,20%[58.9 µM],-7%,0%[59 µM]
CCOc1cccc(-n2nnnc2-c2ccc(OC)cc2)c1,-4%,-11%,22%,7%,5%,11%,15%,-10%,13%[12.7 µM]
COC(=O)c1ccc(N=NN2CCCCC2)cc1,-6%,-1%,-1%,0%,18%,-20%,22%,-6%,98%[activator]
COC(=O)c1ccc(OCC(=O)c2ccccc2OC)cc1,-5%,-8%,1%,2%,-2%,0%,-4%,-5%,19%[12.7 µM]
O=C(O)CN1C(=O)/C(=C\c2cccc(OCc3ccc(F)cc3)c2)SC1=S,-3%,?,4%,?,?,?,?,-4%,45µM*
O=C(C(NS(=O)(=O)c1cccc2nsnc12)c1ccccc1)N1CCN(c2ccccn2)CC1 (configuration not stated),-3%,-10%,-1%,?,-18%[57.1 µM],-16%,9%,-7%,28%[59 µM]
CCn1c(C)cc(/C=C2\NC(=O)N(Cc3ccccc3)C2=O)c1C,-5%,-9%,0%,-32%,89µM*,-1%,?,1%,13µM*
CCOc1ccc(CCNC(=O)c2ccc3c(c2)nc2n3CCOC2)cc1OCC,-4%,-1%,.,4%,5%,-1%,17%,-5%[60.1 µM],7%[59 µM]
COC(=O)[C@]1(C)N[C@H](CN(C)S(=O)(=O)c2ccc(C(F)(F)F)cc2)[C@@H]2C(=O)N(C)C(=O)[C@@H]21,.,-9%,23%,.,-29%,.,?,12%,.
CCc1cnc2c(c1SCc1c(F)cccc1Cl)c(=O)n(C)c(=O)n2C,-2%,-12%,.,-3%,-11%,-7%,-3%,-7%[60.1 µM],7%[59 µM]
CCOC(=O)Cc1ccc(NC(=O)c2cccc([N+](=O)[O-])c2)cc1,-4%,-22%,10%,-2%,-11%,22%,15%,3%,.
COc1ccc(C(=O)c2cnc3cc4c(cc3c2C)OCO4)cc1,-3%,7%,-4%,2%,-6%,1%,26%,-2%,-15%[12.7 µM]

Part of the list above, reduced to POLH inh and Pol beta inh:
SMILES | POLH inh | Pol beta inh
COC(=O)c1ccc(N=NN2CCCCC2)cc1 | -1% | -20%
COC(=O)c1ccc(OCC(=O)c2ccccc2OC)cc1 | -8% | 0%
O=C(O)CN1C(=O)/C(=C\c2cccc(OCc3ccc(F)cc3)c2)SC1=S | ? | ?

High-throughput results: PubChem, National Center for Advancing Translational Sciences (NCATS)
